Screens deposited in PubChem by several laboratories.
Neddyl block: blocks human cullin neddylation | 360,000 compounds, 0.58% hits | TR-FRET cullin neddylation, biochemical | P61081+Q13564 | calls only at 25 µM; in the data active = inhibition above about 36%
Rpn11 block: blocks the human proteasome subunit Rpn11 | O00487 | human 26S proteasome, Ub4-pepOG fluorescence polarization; 20S core pre-blocked with epoxomicin | calls only at 20 µM | 360,000 compounds, 0.59% hits | AID 588493;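 active = inhibition at 20 µM, scaled to each plate's controls, above about 33%, limit read from the data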
CSN deneddyl inh: blocks human CSN-mediated cullin deneddylation | Purified CSN, SCF-Nedd8-OG deneddylation, fluorescence polarization | Q92905 | inhibition, % at 12.5 µM | 360,000 compounds, 0.38% hits;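 active = pattern-corrected inhibition above about 35%, with an unprinted fluorescence ratio check between 0.5 and 1.5, limit read from the data, passing the limit was not always enough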;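 also: 0% = enzyme with substrate and 100% = substrate without enzyme; some results filed as inactive read as strong as hits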
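Assay system: purified human Csn5 enzyme expressed in HEK293T cells; measure: % inhibition; also added: SCFSkp2-Nedd8OG substrate at 10 nM final; technique: fluorescence polarization; times: reaction 90 min, room temperature; medium: Tris buffer pH 7.5, NaCl, DTT, Tween-20, trehalose, ovalbumin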
NadD block: inhibitors of Staphylococcus aureus NadD; purified NadD enzyme, colorimetric absorbance read-out; inhibition, % at 20 µM; 360,000 compounds, 0.78% hits; AID 602399; in the data active = inhibition above about 26%; also: some compounds past the cut are filed as inactive
MT1-MMP act inh: inhibitors of human MT1-MMP activation. P50281. HT1080 RFP-PRO-GFP cells, GFP/RFP ratio fluorescence, overnight; percent of plate control window, DMSO zero. GFP/RFP ratio change, % at 20 µM. 360,000 compounds, 0.061% hits. AID 651647;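 active = GFP/RFP ratio change of at least 30% with cell ATP level not reduced by more than half and red fluorescence within 50% of control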; also: strong numbers were not always called active
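Test system: HT1080 RFP-PRO-GFP cells; Benchmarks: DMSO and RFP-L50D-GFP cell wells; Timing: cells overnight before dosing, compound overnight, 37 °C, 5% CO2; Compound: one 20 µM compound dose with 1% DMSO; Read-out: GFP/RFP fluorescence ratio.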
PABP1 MLLE inh: inhibitors of microRNA-mediated deadenylation, human PABP1 MLLE binding | inhibition, % at 20 µM | AID 588489 | 360,000 compounds, 0.36% hits | GST-MLLE / FITC-PAM2 fluorescence polarization | P11940; in the data active = inhibition above about 35%, passing the limit was not always enough;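 also: plate controls were DMSO wells with GST-MLLE for no effect and wells lacking GST-MLLE protein for full effect; some results filed as inactive read as strong as hits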
Rin1 Abl inh: human Rin1-Abl interaction inhibition; P00519+Q13671; TR-FRET Rin1/Abl binding, biochemical; inhibition, % at 7.35 µM; 360,000 compounds, 0.4% hits; in the data active = inhibition above about 5%, passing the limit was not always enough
FAS-TE inh: FAS thioesterase (human) inhibition; P49327; recombinant FAS-TE, OMFH fluorogenic substrate, fluorescence endpoint; inhibition, % at 15 µM; 360,000 compounds, 0.67% hits;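 active = compounds whose normalised, plate-corrected inhibition of enzyme fluorescence in the single-dose primary screen is 50% or more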;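 also: 0% = DMSO with enzyme and 100% = substrate without enzyme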
SKN-1 inh: C. elegans SKN-1 inhibition. C. elegans VP596 Pgst-4::GFP/RFP ratio, acrylamide-induced, 24 h. inhibition, % at 21.8 µM. 360,000 compounds, 0.49% hits. AID 624304;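 active = interference check ratio from 0.5 to 1.5 plus GFP to RFP signal ratio inhibition reaching or exceeding a fixed threshold, cut at about 30% in these data, passing the limit was not always enough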; also: some compounds called inactive have numbers as strong as hits
The depositor's hits bear a star; i = inactive; · = no result given; & = joins results of further samples.

#1 O=C(NCCN1CCN(c2ccccc2)CC1)C1CCN(S(=O)(=O)c2cccc3nsnc23)CC1
#2 O=C(Cc1ccccc1[N+](=O)[O-])NCCc1ccc(F)cc1
#3 O=C(NC(=S)Nc1ccc(N2CCCCC2)cc1)c1cccs1
#4 CC1(C)C(=O)C2(CCCCC2)C(=O)OC1c1cccn1-c1ccc([N+](=O)[O-])cc1 (stereo not drawn)
#5 COc1ccc(-c2noc(CNC(=O)CCCN3C(=O)[C@H]4CC=CC[C@H]4C3=O)n2)cc1
#6 Oc1[nH]c2ccccc2c1N=Nc1ccccc1
#7 Cc1nonc1C(=O)N/N=C/c1cccc(O)c1
#8 Oc1c(Br)cc(Br)c(/C=N/n2c(-c3ccccc3)n[nH]c2=S)c1Br

screen / no.	1	2	3	4	5	6	7	8
Neddyl block	i	i	i	i	i	i	i	i
Rpn11 block	i	i	i	i	i	i	i	i
CSN deneddyl inh	-13	4	4	-3	6	-24	-1	8
NadD block	1	-3	0	2	-5	-5	1	4
MT1-MMP act inh	3	5	-1	2	-4	-1	-6	1
FAS-TE inh	-5	-4	21	21	-8	-40	-9	26
SKN-1 inh	14	5	-1	3	-2	-2	1	-11
Rin1 Abl inh	0	1	-2	0	-1	-2	-3	-2
PABP1 MLLE inh	20	5	32	-5	-24	-20	-4	14

#9 Cc1ccc([C@H]2C(C(=O)O)=CC[C@@H](c3ccc(C(C)C)cc3)N2S(=O)(=O)c2ccc(C)cc2)cc1
#10 N#CCCN(C(=O)COC(=O)C1CCN(S(=O)(=O)c2ccc3c(c2)OCCO3)CC1)c1ccccc1
#11 CCc1ccc(NC(=O)COc2ccc3c(c2)OCO3)cc1
#12 COc1ccc(CCN=C(N)NS(=O)(=O)c2ccc3ccccc3c2)cc1
#13 COc1ccc(Br)cc1S(=O)(=O)NCc1ccccn1
#14 C=CCSc1nc(N(CC)CC)c2sccc2n1
#15 Cc1cc(OCC(=O)Nc2cccc(S(=O)(=O)NC3=NCCCCC3)c2)ccc1Cl
#16 O=C(NC1c2ccccc2-c2ccccc21)c1ccccc1

screen / no.	9	10	11	12	13	14	15	16
Neddyl block	i	i	i	i	i	i	i	i
Rpn11 block	i	i	i	i	i	i	i	i
CSN deneddyl inh	4	-4	6	-15	1	-4	-3	-1
NadD block	25	-4	-3	-10	0	-6	-5	2
MT1-MMP act inh	-4	0	4	0	-1	-7	3	-2
FAS-TE inh	5	7	7	5	-1	13	8	0
SKN-1 inh	-1	-6	8	-2	-5	22	-2	4
Rin1 Abl inh	2	1	1	0	5	0	-1	-1
PABP1 MLLE inh	2	-6	3	3	11	-13	-14	2

#17 CC(=O)Nc1c(Br)cc2c(c1Br)Cc1cc(Br)ccc1-2
#18 Cc1ccc(C(=O)N/N=C/c2ccc3c(c2)OCO3)o1
#19 COc1ccc(CCNC(=O)NC2CCCCC2)cc1
#20 COc1ccc(C(C)(C)C)cc1NC(=O)CNc1cccc2ccccc12
#21 Cc1cc([N+](=O)[O-])nn1CC(=O)N1CCOCC1
#22 COc1cccc(N2CC(NC(=O)C(=O)c3c(C)[nH]c4ccccc34)CC2=O)c1 (stereo not drawn)
#23 CCOC(=O)NN1C(=O)c2ccccc2NC1c1ccc(OC)c(OC)c1 (stereo not drawn)
#24 CC(C)NC(=O)C1CCN(C2CCN(C(=O)/C=C/c3cccs3)CC2)CC1

screen / no.	17	18	19	20	21	22	23	24
Neddyl block	i	i	i	i	i	i	·	i
Rpn11 block	i	i	i	i	i	i	i	i
CSN deneddyl inh	-2	0	0	15	2	-7	4	-3
NadD block	6	1	-2	9	-3	4	-6	-6
MT1-MMP act inh	-4	2	6	5	7	8	-3	2
FAS-TE inh	3	-2	-4	28	-2	1	-6	-7
SKN-1 inh	4	5	14	3	14	1	-2	-7
Rin1 Abl inh	2	-4	2	2	0	-2	3	-3
PABP1 MLLE inh	11	2	1	10	6	7	6	4

#25 NS(=O)(=O)c1ccc(CCNC(=O)COC(=O)c2nc(Cl)ccc2Cl)cc1
#26 Cc1cccc(Nc2nnc(-c3ccc(N4CCOCC4)c([N+](=O)[O-])c3)c3ccccc23)c1
#27 CCCC(CCC(=O)Nc1ccn(-c2ccccc2)n1)C(=O)O (stereo not drawn)
#28 O=C(CN1C(=O)CSc2ccc(S(=O)(=O)N3CCCCC3)cc21)NCc1ccccc1Cl
#29 Cc1ccc(O)c(NC(=S)NC(=O)COc2ccc(Br)cc2)c1
#30 COC(=O)C1=C(C)N(CCCC(=O)O)C(=O)NC1c1ccccc1OS(=O)(=O)c1ccccc1[N+](=O)[O-] (stereo not drawn)
#31 C[n+]1ccn(CC(=O)c2cccs2)c1
#32 Cc1ccc2sc3ccc(NC(=O)c4ccccc4Cl)cc3c(=O)c2c1

screen / no.	25	26	27	28	29	30	31	32
Neddyl block	i	i	i	i	i	i	i	i
Rpn11 block	i	i	i	i	i	i	i	i
CSN deneddyl inh	-4	-4	-6	0	-11	-3	0	4
NadD block	11	21	-1	2	1	-6	8	16
MT1-MMP act inh	4	2	0	2	3	0	1	5
FAS-TE inh	-8	82*	-5	10	5	-5	-4	20
SKN-1 inh	5	15	7	-4	0	10	4	-2
Rin1 Abl inh	1	-3	-1	1	0	2	0	-6
PABP1 MLLE inh	-1	9	-1	4	36	-9	6	-11

#33 O=C(Nc1cc(C(F)(F)F)cc(C(F)(F)F)c1)c1ccc(Cn2cc(C(F)(F)F)ccc2=O)cc1
#34 Cn1c(=O)c2c([nH]c(=O)n2C)n(C)c1=O
#35 CC(=O)Nc1c(C)cc(S(C)(=O)=O)cc1C
#36 COC(=O)[C@H]1[C@H]2C[C@H]3c4[nH]c5ccccc5c4CCN3C[C@@H]2CC[C@@H]1O
#37 CCOC(=O)C(C)Oc1cccc2c(=O)n(CC(=O)N3CCc4ccccc43)ccc12 (stereo not drawn)
#38 COc1cccc(CNC(=O)c2cccc(S(=O)(=O)N3CCN(C)CC3)c2)c1
#39 Cc1ccn(C(CC(=O)c2ccc(Br)cc2)C(=O)O)n1 (stereo not drawn)
#40 Cc1cccc(N(C(=O)c2sc(C)nc2C)C(C(=O)NCc2ccco2)c2ccccc2)c1 (stereo not drawn)

screen / no.	33	34	35	36	37	38	39	40
Neddyl block	i	i	i	i	i	i	i	i
Rpn11 block	i	i	i	i	i	i	i	i
CSN deneddyl inh	1	5	3	1&-7	-5	4	3	-4
NadD block	5	-5	-4	3&2	-4	10	3	-1
MT1-MMP act inh	3	1	3	-9&4	2	-8	5	-7
FAS-TE inh	18	-7	-6	-7&-3	3	-3	-9	6
SKN-1 inh	8	-10	2	2&-7	-25	3	7	7
Rin1 Abl inh	0	5	0	0&-4	0	1	3	2
PABP1 MLLE inh	-1	-19	3	1&14	3	-142	28	-2

#41 CC(=O)Nc1nc2ccc(-c3nc4ccccc4o3)cc2s1
#42 CC(=O)NC(C)Cc1cn(Cc2ccccc2)c2ccccc12 (stereo not drawn)
#43 Cc1ccc2nc(Nc3ccc4[nH]c(=O)[nH]c4c3)c(-n3nc(C)cc3C)nc2c1
#44 Cc1nc2oc(C(=O)c3ccccc3)c(N)c2c2c1COC(C)(C)C2
#45 CCC(=O)n1nc(NCc2ccc(OC)c(OC)c2)nc1NCc1ccc(OC)c(OC)c1
#46 Cc1[nH]c2ccccc2c1SCC(=O)O
#47 CCc1nc(N2CCCC2)c(C#N)c2c1CCCC2
#48 CCCCCCCCOC(=O)c1ccc(N)cc1

screen / no.	41	42	43	44	45	46	47	48
Neddyl block	·	i	i	i	i	i	i	i
Rpn11 block	i	i	i	i	i	i	i	i
CSN deneddyl inh	0	-3	7	3	-4	1	1	4
NadD block	0	-2	8	10	0	-3	16	6
MT1-MMP act inh	7	-3	-22	-1	2	-3	-7	2
FAS-TE inh	0	-5	4	5	3	-8	14	25
SKN-1 inh	12	-4	10	0	0	-5	16	28
Rin1 Abl inh	-2	-1	3	-3	-2	-2	-1	4
PABP1 MLLE inh	5	7	-14	1	-9	8	-15	3

#49 COCC(=O)N1CCc2ccc(NC(=O)c3ccccc3Cl)cc2C1
#50 Cc1ccc(-c2nc3c(c(=O)c4ccccc4n3C)c(=O)n2-c2ccccc2)cc1
#51 CS(=O)(=O)Cc1ccc(C(=O)NC2CCN(Cc3ccccc3)C2)cc1 (stereo not drawn)
#52 NCCN1CCN(CCN)CC1
#53 O=C(c1cc(COc2ccccc2)on1)N1CCCC(OCc2cccnc2)C1 (stereo not drawn)
#54 CC1(C)C(=O)N(OCc2ccccc2)C(C)(C)C(=O)N1OCc1ccccc1
#55 COc1ccc(NC(=O)c2ccc3c(c2)N(C)CCS3)cc1
#56 O=C(/C=C/c1ccccc1Cl)N1CCOCC1

screen / no.	49	50	51	52	53	54	55	56
Neddyl block	i	i	i	i	i	i	i	i
Rpn11 block	i	i	i	i	i	i	i	i
CSN deneddyl inh	3	4	-6	-3	-4	2	0	2
NadD block	-6	18	-2	7	-1	-9	2	-3
MT1-MMP act inh	-1	-4	-1	3	1	5	2	-1
FAS-TE inh	-4	-2	-6	-1	1	10	-1	-3
SKN-1 inh	0	11	-2	-2	-5	-8	-9	12
Rin1 Abl inh	0	-2	3	-1	5	-2	-1	-1
PABP1 MLLE inh	-14	8	-2	8	-9	0	-4	-5

#57 CCCCOc1ccc(C(=O)Nc2ccc(C)cc2[N+](=O)[O-])cc1
#58 COCCNC(=O)CCC1CCN(Cc2cccc(-c3ccc(C)o3)c2)CC1
#59 C/C(=C\c1cc2ccccc2o1)C1Nc2cccc3cccc(c23)N1
#60 Cc1[nH]n(C(C)(C)C)c(=O)c1Sc1ccc(Cl)cc1
#61 CC(C)CNC(=S)NC(=O)c1ccc(Cl)cc1
#62 CCOC(=O)N/N=C/c1ccccc1F
#63 COc1ccc(CC(=O)N/N=C(/C)c2ccco2)cc1
#64 CSc1cccc(NC(C)=O)c1
#65 COc1cc([N+](=O)[O-])c2nc(C(=O)O)ccc2c1

screen / no.	57	58	59	60	61	62	63	64	65
Neddyl block	i	i	i	i	i	i	i	i	i
Rpn11 block	i	i	i	i	i	i	i	i	i
CSN deneddyl inh	-3	8	-1	-2	-9	3	1	3	-3
NadD block	6	3	21	3	-5	-4	2	-5	4
MT1-MMP act inh	6	0	13	-2	1	2	5	-1	7
FAS-TE inh	14	-3	34	-2	10	-7	-6	0	-6
SKN-1 inh	4	9	8	8	5	-1	-6	6	17
Rin1 Abl inh	3	-4	0	-3	-1	0	3	2	1
PABP1 MLLE inh	11	-19	-14	37	25	-8	9	7	-3
